# TRPC6 inhibitor: inhibitors of mouse TRPC6 channel. Q61143. HEK293-TRPC6, membrane potential dye, ACh-evoked depolarization; stronger effect = lower value. B-score at 10 µM. hit rate 1.1% among 310,000. AID 2553;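 active = B-score under library mean minus 3 SD, initial fluorescence not abnormally high, positive integrated signal ratio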;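 note: B-score derived from integrated fluorescence ratio over the kinetic read; more negative B-score means stronger inhibition of depolarization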
# TRPC4 potent: TRPC4 (mouse) allosteric potentiation; AID 2227; HEK293 TRPC4beta/mu-opioid, DAMGO EC20, Fluo-4 Ca2+ flux; stronger effect = higher value; hit rate 0.42% among 310,000; B-score at 10 µM; Q9QUQ5;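 active = B-score of calcium response area above 5 SD of library B-scores, with initial fluorescence ratio within 5 SD of library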;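 note: B-score of integrated fluorescence ratio over time as area under calcium response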
# TRPC6 act: activates the mouse TRPC6 cation channel; Q61143; HEK293-TRPC6 membrane potential dye fluorescence; stronger effect = higher value; B-score at 10 µM; hit rate 0.13% among 310,000;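 active = B-score of the integrated fluorescence ratio above library mean plus 3 SD, and starting fluorescence ratio within library mean plus 5 SD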;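 note: higher score means more depolarization so channel activation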
# TRPC4 act: opens the mouse TRPC4 cation channel; B-score at 10 µM; AID 2237; HEK293 TRPC4beta/mu-opioid, Fluo4 calcium fluorescence; stronger effect = higher value; hit rate 0.49% among 310,000; Q9QUQ5;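 active = B-score above 5 SD of library B-scores, and initial fluorescence ratio not above library mean plus 5 SD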;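 note: positive B-score marks a calcium rise read as TRPC4 activation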
#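 Incubation: 45 min room-temperature Fluo4 loading, 110 s read / System: HEK293 cells stably co-expressing mouse TRPC4beta and mu-opioid receptor / Signal: Fluo4 fluorescence, kinetic / Control set: buffer (low) and maximal DAMGO (high) / Measure: integrated baseline-normalised fluorescence ratio, converted to per-well B score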
# MrgX1 ag: human MrgX1 receptor agonism, primary screen; AID 588627; Q96LB2; B-score at 10 µM; hit rate 0.44% among 310,000; MrgX1-HEK293 cells, Fluo-4 calcium fluorescence, agonist mode; stronger effect = higher value;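 active = calcium response B-score plate-corrected fluorescence ratio at least 3 library SD, with starting fluorescence B-score inside 5 SD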
#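 Assay system: stable human MrgX1 HEK293 cell line. Quantity: 15,000 cells per well. Schedule: cells plated overnight, dye loaded 0.5 h 37 °C, 0.5 h room temperature. Detection: Fluo-4 NW calcium-flux fluorescence, kinetic read. Read-out basis: peak-minus-minimum fluorescence over baseline, converted to B scores. Control set: positive and negative control wells on each plate.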
# MrgX1 PAM: allosterically activates human MrgX1 receptor signaling; AID 588675; hit rate 0.63% among 310,000; B-score at 10 µM; Q96LB2; MrgX1-HEK293, Fluo-4 calcium flux, FDSS; stronger effect = higher value;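 active = plate-corrected calcium response at least 3 library SD above typical, normal starting fluorescence, not activating the receptor alone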;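 note: compound read alongside a low EC10 to EC30 dose of BAM8-22 agonist; peak minus trough fluorescence over baseline measured at the second addition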
# ANO1 activ: mouse TMEM16A channel activation, primary screen; Q8BHY3; HEK293 TMEM16A/YFP-H148Q/I152L, iodide quench fluorescence; stronger effect = lower value; B-score at 10 µM; hit rate 0.3% among 340,000; AID 623877;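 active = fluorescence-ratio B-score plate-corrected deviation score at least 3 library SD below zero, with starting fluorescence score within 5 deviations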;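 note: channel opened by trigger with iodide after compound preincubation; score built on the fluorescence ratio of max minus min over baseline; more negative score means more quench and so TMEM16A activation or potentiation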
# Target sequence (Q8BHY3 whole entry, looked up): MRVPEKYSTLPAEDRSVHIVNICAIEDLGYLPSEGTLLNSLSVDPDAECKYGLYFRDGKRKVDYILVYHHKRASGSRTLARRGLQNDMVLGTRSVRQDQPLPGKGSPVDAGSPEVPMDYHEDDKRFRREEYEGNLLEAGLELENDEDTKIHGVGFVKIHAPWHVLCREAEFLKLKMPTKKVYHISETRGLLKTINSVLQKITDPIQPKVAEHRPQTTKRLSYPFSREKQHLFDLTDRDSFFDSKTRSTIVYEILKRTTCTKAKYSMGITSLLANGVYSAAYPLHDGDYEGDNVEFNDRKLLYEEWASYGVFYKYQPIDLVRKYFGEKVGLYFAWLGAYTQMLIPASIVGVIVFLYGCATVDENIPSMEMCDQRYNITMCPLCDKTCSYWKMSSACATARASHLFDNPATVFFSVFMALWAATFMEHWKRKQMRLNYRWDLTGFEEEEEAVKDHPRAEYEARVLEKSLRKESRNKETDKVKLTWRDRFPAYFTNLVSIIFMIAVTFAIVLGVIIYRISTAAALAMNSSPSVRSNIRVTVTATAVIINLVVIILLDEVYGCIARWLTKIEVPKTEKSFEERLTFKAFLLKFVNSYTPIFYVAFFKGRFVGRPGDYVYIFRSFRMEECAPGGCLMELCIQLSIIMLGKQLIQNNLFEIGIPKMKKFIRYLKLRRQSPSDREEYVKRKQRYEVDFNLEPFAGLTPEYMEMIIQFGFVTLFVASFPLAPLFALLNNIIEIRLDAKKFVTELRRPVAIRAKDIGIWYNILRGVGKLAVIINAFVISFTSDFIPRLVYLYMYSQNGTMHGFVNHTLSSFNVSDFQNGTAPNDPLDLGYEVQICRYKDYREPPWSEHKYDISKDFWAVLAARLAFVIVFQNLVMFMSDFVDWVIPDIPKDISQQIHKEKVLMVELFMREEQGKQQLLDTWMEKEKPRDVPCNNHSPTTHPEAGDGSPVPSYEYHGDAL
# SKKanGAS inh: blocks kanamycin growth of S. pyogenes SKKanGAS strain; BacTiter-Glo, 6 h; inhibition, % at 7.5 µM; hit rate 1.3% among 300,000; AID 1662;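 active = mean replicate score, as percent of positive control median, at least 50; inconclusive = mean below 50 but one replicate at or above 50; inactive = mean and every replicate below 50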;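 note: strain carries kanamycin resistance gene driven by streptokinase promoter and grows in 40 µg/ml kanamycin; loss of luminescence reflects streptokinase promoter inhibition or plain growth inhibition; 0% = median of DMSO wells and 100% = positive control at its reference dose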
# TRPC4 inh: blocks the mouse TRPC4 cation channel. B-score at 10 µM. HEK293 TRPC4beta/mu-opioid, DAMGO-evoked Fluo4 calcium flux; stronger effect = lower value. Q9QUQ5. hit rate 0.39% among 300,000;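 active = B-score over 3 SD under the library average, no early fluorescence shift, positive overall ratio signal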
#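 Assay system – HEK293 line stably carrying TRPC4beta and mu-opioid receptor · Doses – single dose · Detection – Fluo4 calcium-dye fluorescence, kinetic read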
# MrgX1 antagonist: antagonists of human MrgX1 receptor; MRGX1-HEK293 calcium flux, Fluo-4, BAM8-22 antagonism; stronger effect = lower value; B-score at 10 µM; hit rate 1.3% among 310,000; AID 588676;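 active = calcium-response B-score plate-corrected more than 3 library SD below zero, starting fluorescence within 5 deviations, no agonist response on first addition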;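 note: peak minus trough fluorescence over baseline after final BAM8-22 challenge near maximal dose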
# TMEM16A inh: blocks the mouse calcium-activated chloride channel TMEM16A; normalized B-score (activity score, 25-100; higher = stronger inhibition) at 10 µM; HEK293 TMEM16A/YFP iodide influx fluorescence, ionomycin; hit rate 1.2% among 310,000; Q8BHY3;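 active = ratio plate-corrected score three or more library SD toward inhibition, starting fluorescence score within five deviations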;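 note: score derived from kinetic fluorescence span divided by baseline fluorescence per well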
# The depositor's hits bear a star; i = inactive; ? = inconclusive; . = not tested or not shown. Hits appear at their usual frequency; any-hit rate near 6.7%.
SMILES,TRPC6 inhibitor,TRPC4 potent,TRPC6 act,TRPC4 act,MrgX1 ag,MrgX1 PAM,ANO1 activ,SKKanGAS inh,TRPC4 inh,MrgX1 antagonist,TMEM16A inh
CCC(C)NC(=O)CCC(=O)Nc1ccc2nc(N3CC(C)CC(C)C3)cc(C)c2c1 (stereo not given),i,i,i,i,i,i,i,-1.1,i,i,i
CC12CCC3C(CCC4N(CCO)CCC34C)C1CCC2O (stereo not given),i,i,i,i,i,i,i,3.7,i,i,i
Cc1ccc(N2CS(=O)(=O)/C(=C/N(C)C)C2=O)cc1,i,i,i,i,i,i,i,-6.3,i,i,i
COCc1cc(C)nc(OCC(=O)N/N=C/c2cc(C)n(-c3c(C)cccc3C)c2C)c1C#N,i,i,i,i,i,i,i,2.4,i,i,i
O=C1c2ccccc2S(=O)(=O)c2cc(C(=O)N3CCN(C(=O)c4ccccc4)CC3)ccc21,i,i,i,i,i,i,i,-0.6,i,i,i
C/C(CC(=O)NCc1ccco1)=N\NC(=O)COc1ccc(C)cc1,i,i,i,i,i,i,i,16.3,i,i,i
COCCN1CN=C(NS(=O)(=O)c2ccc(C)cc2)NC1,i,i,i,i,i,i,i,-6.3,i,i,i
Cc1ccc(-n2nc(C)c3c(C)c(CCC(=O)NCC4CCCO4)c(=O)n(C)c32)cc1 (stereo not given),i,i,i,i,i,i,i,5.6,i,i,i
CCC(C)c1ccccc1N1CC(C(=O)NCCc2ccc(OC)c(OC)c2)CC1=O (stereo not given),i,i,i,i,i,i,i,5.9,i,i,i
COc1ccc(C(C[N+](=O)[O-])c2c(-c3ccccc3)cc3ccccn23)cc1OC (stereo not given),i,i,i,i,54.6*,i,i,0.0,i,i,i
O=C(CN1CCN(c2ccccc2O)CC1)Nc1cc([N+](=O)[O-])ccc1Cl,i,i,i,i,i,i,i,3.7,i,i,i
CCc1c(C)nc2ncnn2c1NCc1cccs1,i,i,i,i,i,i,i,-4.5,i,i,i
CCOC(=O)Cn1c(=O)c2c(nc(Br)n2Cc2ccc(Cl)cc2)n(C)c1=O,i,i,i,i,i,i,.,5.0,i,i,i
Cc1ccc(-c2ccc(CCC(=O)O)n2NC(=O)c2ccco2)cc1,i,i,i,i,i,i,i,3.9,i,i,i
Cc1ccc(S(=O)(=O)c2nc(S(=O)(=O)c3ccccc3)sc2N2CCN(C)CC2)cc1,i,i,i,i,i,i,i,-0.3,i,i,i
Cc1ccc(-c2cc(C(=O)NN3CCOCC3)c3cc(Br)ccc3n2)o1,i,i,i,i,i,i,i,4.0,i,i,i
CCc1cc(C(=O)NC2CCCN(Cc3ccccc3F)C2)n(C)n1 (stereo not given),i,i,i,i,i,i,i,-8.3,i,i,i
COCCNC(=O)c1ccc2c(=O)n(CCCN3CCCC3=O)c(=S)[nH]c2c1,i,i,i,i,i,i,i,-3.9,i,i,i
O=C(Cn1ccn(-c2ccc(F)c(Cl)c2)c(=O)c1=O)NCCc1ccccc1,i,i,i,i,i,i,i,0.7,i,i,i
O=[N+]([O-])c1cccc(S(=O)(=O)c2ccc(NCCO)c([N+](=O)[O-])c2)c1,i,i,i,i,i,i,i,-15.2,i,i,i
O=C(CSc1nnc(-c2ccncc2)n1Cc1ccco1)Nc1nccs1,i,i,i,i,i,i,i,-3.5,i,i,i
CC(C)CCN1CC(C(=O)NC(C)C)CC1=O (stereo not given),i,i,i,i,i,i,i,9.6,i,i,i
Cc1ccc(CNC(=O)CCCOc2cc(=O)n(C)c3ccccc23)o1,i,i,i,i,i,i,i,-2.8,i,i,i
CC(C)[C@@H](NC(=O)C1CCN(C(=O)[C@@H]2CCCN2C(=O)OC(C)(C)C)CC1)C(=O)NCc1ccc(F)cc1,i,i,i,i,i,i,-24.1*,-2.5,i,i,i
O=C(Cn1ncc2c3ccccc3n(Cc3ccccc3)c2c1=O)N1CCN(c2ncccn2)CC1,i,i,i,i,i,i,i,-4.6,i,i,i
COc1ccc(CNC(=O)C(=O)NCC2OCCN2S(=O)(=O)c2cccs2)cc1 (stereo not given),i,i,i,i,i,i,i,-0.3,i,i,i
CCOc1ccc(CCNC(=O)CSc2nc3ncc(Cl)cc3[nH]2)cc1OCC,i,i,i,i,i,i,i,-14.6,i,i,i
Cc1cc(C(=O)COC(=O)c2ccc[nH]c2=O)c(C)n1C1CC1,i,i,i,i,i,i,i,-21.9,i,i,i
CSc1ccccc1NC(=O)CN(c1ccccc1)S(=O)(=O)N(C)C,i,i,i,i,i,i,i,-8.0,i,i,i
Nc1ncnc(Nc2ccc(F)cc2)n1,i,i,i,i,i,i,i,-0.2,i,i,i

# Continued, overlapping the part above by 2 compounds.
SMILES,TRPC6 inhibitor,TRPC4 potent,TRPC6 act,TRPC4 act,MrgX1 ag,MrgX1 PAM,ANO1 activ,SKKanGAS inh,TRPC4 inh,MrgX1 antagonist,TMEM16A inh
CSc1ccccc1NC(=O)CN(c1ccccc1)S(=O)(=O)N(C)C,i,i,i,i,i,i,i,-8.0,i,i,i
Nc1ncnc(Nc2ccc(F)cc2)n1,i,i,i,i,i,i,i,-0.2,i,i,i
CC(C)CC(=O)Nc1ccc(C(=O)COC(=O)C2CCC2)cc1,i,i,i,i,i,i,i,-7.3,i,i,i
Cc1cccc(C)c1OCc1nnc(SCC(=O)Nc2ccccc2F)o1,i,i,i,i,i,i,i,-1.4,i,i,i
CCC(C(=O)Nc1cccc(OC)c1)n1nc(C)c2c(C)n(-c3ccccc3)nc2c1=O (stereo not given),i,i,i,i,i,i,i,-5.0,i,i,i
Nc1c(N(CCO)C(=O)COc2ccc(Cl)cc2)c(=O)[nH]c(=O)n1Cc1ccccc1,i,i,i,i,i,i,i,2.5,i,i,i
CN1C(C(=O)Nc2ccc(F)cc2F)=CC(c2ccco2)=NS1(=O)=O,i,i,i,i,i,i,i,-4.0,i,i,i
O=C(C(=O)N1CCN(c2cccc(Cl)c2)CC1)c1c[nH]c2ccccc12,i,i,i,i,i,i,i,-4.0,i,i,i
Cc1ccc(C(=O)Cn2c(NCCO)nc3ccccc32)cc1,i,i,i,i,i,i,i,-1.4,i,i,i
CCOc1ccccc1OCCOCCOc1ccccc1[N+](=O)[O-],i,i,i,i,i,i,i,-1.4,i,i,i
Clc1ccc(CCNc2nc3ccccc3s2)cc1,i,i,i,i,i,i,i,?,i,i,i
CC1CCN(S(=O)(=O)c2cccc(-c3nnc(-c4cccnc4)o3)c2)CC1,i,i,i,i,i,i,i,0.1,i,i,i
CCOc1ccc(N(CC)C(=O)COc2cc(=O)n(C)c3ccccc23)cc1,i,i,i,i,i,i,i,-3.1,i,i,i
COc1ccc(-c2nc3ncnn3cc2C)cc1F,i,i,i,i,i,i,i,-6.4,i,i,i
CCOC(=O)c1cnc(-n2nc(C)cc2C)nc1NCc1ccc2c(c1)OCO2,i,i,i,i,i,i,i,48.1,i,i,i
CC(=O)N1N=C(c2ccc(C)cc2)OC1c1ccc(C(C)C)cc1 (stereo not given),i,i,i,i,i,i,i,?,i,i,i
COc1cc(NC(=O)COC(=O)/C=C/c2ccccc2Cl)cc(OC)c1,i,i,i,i,i,i,i,8.6,i,i,i
Cc1ccc(S(=O)(=O)NCc2ccc3[nH]c(C)cc3c2)cc1,i,i,i,i,i,i,i,-10.8,i,i,i
CC1(C)NC(=O)N(CC(=O)OCC(=O)Nc2cccc(S(N)(=O)=O)c2)C1=O,i,i,i,i,i,i,i,-1.0,i,i,i
Cc1c(N=Cc2ccccn2)c(=O)n(-c2ccccc2)n1C,i,i,i,i,i,i,i,2.8,i,i,i
CCn1cc(C2=NC(CCSC)CO2)c2ccccc21 (stereo not given),i,i,i,i,i,i,i,-1.2,i,i,i
C=CCn1c(C(c2ccccc2)c2ccccc2)n[nH]c1=S,i,i,i,i,i,i,i,2.5,i,i,i
C(=C\c1ccccc1)/C=N/n1cnnc1,i,i,i,i,i,i,i,-2.0,i,i,i
C=CCn1c(=NC(=O)CN2C(=O)CCC2=O)sc2cc(S(N)(=O)=O)ccc21,i,i,i,i,i,i,i,-1.9,i,i,i
O=C(Nc1cccc(F)c1)c1ccc(Cn2cc([N+](=O)[O-])cn2)o1,i,i,i,i,i,i,i,9.2,i,i,i
CC(C)[C@H](CO)Nc1nc(Nc2ccc(Cl)c(C(=O)O)c2)c2ncn(C(C)C)c2n1,i,i,i,i,i,i,i,1.6,i,i,i
CCOc1ccccc1NC(=O)CSc1nnc2ccc(-c3ccncc3)nn12,i,i,i,i,i,i,i,-11.0,i,i,i
N#C/C(=C(/O)c1ccc(F)cc1)c1nc2ccccc2s1,i,i,i,i,28.9*,i,i,27.4,i,i,25*
CCN(CC)C(=O)CN1C(=O)C(=O)c2ccccc21,i,i,i,i,i,i,i,0.8,i,i,i
COc1cccc(S(=O)(=O)NCC(=O)N2CCCCCC2)c1,i,i,i,i,i,i,i,-1.1,i,i,i
CCOc1ccccc1NC(=O)CCCc1ccc(OC)c(C)c1,i,i,i,i,i,i,i,-0.8,i,i,i
NC(=O)COc1ccc(=O)n(-c2ccccc2)n1,i,i,i,i,i,i,i,-5.3,i,i,i
Cc1cc(C(=O)CCl)c(C)n1Cc1ccco1,i,i,i,i,i,7.02*,i,-0.5,i,i,i
C/C(Nc1ccc(F)cc1)=C(/C#N)C(N)=O,i,i,i,i,i,i,i,6.4,i,i,i
CC1CCCCN1C(=O)COC(=O)c1cc([N+](=O)[O-])ccc1N1CCOCC1 (stereo not given),i,i,i,i,i,i,i,-2.2,i,i,i
Brc1cccc(OCCN2CCc3ccccc3C2)c1,i,i,i,i,i,i,i,-4.2,i,i,i
CCOC(=O)Nc1ccc(C)cc1Br,i,i,i,i,i,i,i,-5.1,i,i,i
COc1cccc2c1OC1(C)CC2NC(=O)N1c1cccc(C(=O)N2CCN(c3ccccc3)CC2)c1 (stereo not given),i,i,i,i,i,i,i,-14.2,i,i,i
